Source: PubChem
EBV gp42 inh: inhibitors of Epstein-Barr virus glycoprotein 42; inhibition, % (tested at 21.74 µM); 220,000 tested, 0.42% active; Fluorescence polarization binding assay, mP read-out; AID 1085; Q1HVG2; in the data active means inhibition above about 50%
Tb hexokinase: T. brucei hexokinase 1 inhibition | 220,000 tested, 0.11% active | inhibition, % at 10 µM | AID 1430 | recombinant TbHK1, G6PDH-coupled NADH A340;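 active means inhibition of 50% or more in the single-dose primary screen; inactive means inhibition below 50%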
PPC-1+TRAIL kill: kills PPC-1 cancer cells in the presence of TRAIL | cell killing (% activity), % at 4 µM | PPC-1 cells + TRAIL, ATPLite viability luminescence | 220,000 tested, 0.41% active | AID 1443;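 active means cell killing above 50% in the first pass at 4 µM, then a duplicate retest at 5 µM averaging 50% or more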;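 further: plate controls were cells with TRAIL plus DMSO for no effect and medium-only wells lacking cells for full effect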
TRPN1 ag: agonists of zebrafish TRPN1 channel | activation, % at 3 µM | 220,000 tested, 0.18% active | HEK293 zebrafish TRPN1-YFP, Fluo-8 calcium fluorescence; 100% = response to 87 µM carbachol;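 active means activation above its plate's cutoff, the mean activation of test wells on that plate plus 3 SD, cut at about 19% in these data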;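 further: 0% = DMSO alone and 100% = 87 µM carbachol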
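Material: zebrafish TRPN1-YFP in HEK293 cells. Doses: one dose of 3 µM, 0.3% DMSO. Incubation: dye 1 h 37 °C plus 30 min RT. Measured by: intracellular calcium fluorescence with Fluo-8.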
Cl transport mod: modulators of human KCC2 chloride dependent transport; Q9H2X9; KCC2 cells, thallium flux FluoZin-2 fluorescence; B-score of Tl+ flux slope (higher = more flux/activation; lower = inhibition) at 10 µM; 190,000 tested, 2.2% active; AID 1456;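 active means thallium flux slope and its plate-corrected score both differing from the plate sample mean at a set confidence after two filtering rounds, in either direction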;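 further: slope of fluorescence scaled to starting intensity during 10 to 20 s after thallium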
Target sequence (Q9H2X9 whole entry, looked up): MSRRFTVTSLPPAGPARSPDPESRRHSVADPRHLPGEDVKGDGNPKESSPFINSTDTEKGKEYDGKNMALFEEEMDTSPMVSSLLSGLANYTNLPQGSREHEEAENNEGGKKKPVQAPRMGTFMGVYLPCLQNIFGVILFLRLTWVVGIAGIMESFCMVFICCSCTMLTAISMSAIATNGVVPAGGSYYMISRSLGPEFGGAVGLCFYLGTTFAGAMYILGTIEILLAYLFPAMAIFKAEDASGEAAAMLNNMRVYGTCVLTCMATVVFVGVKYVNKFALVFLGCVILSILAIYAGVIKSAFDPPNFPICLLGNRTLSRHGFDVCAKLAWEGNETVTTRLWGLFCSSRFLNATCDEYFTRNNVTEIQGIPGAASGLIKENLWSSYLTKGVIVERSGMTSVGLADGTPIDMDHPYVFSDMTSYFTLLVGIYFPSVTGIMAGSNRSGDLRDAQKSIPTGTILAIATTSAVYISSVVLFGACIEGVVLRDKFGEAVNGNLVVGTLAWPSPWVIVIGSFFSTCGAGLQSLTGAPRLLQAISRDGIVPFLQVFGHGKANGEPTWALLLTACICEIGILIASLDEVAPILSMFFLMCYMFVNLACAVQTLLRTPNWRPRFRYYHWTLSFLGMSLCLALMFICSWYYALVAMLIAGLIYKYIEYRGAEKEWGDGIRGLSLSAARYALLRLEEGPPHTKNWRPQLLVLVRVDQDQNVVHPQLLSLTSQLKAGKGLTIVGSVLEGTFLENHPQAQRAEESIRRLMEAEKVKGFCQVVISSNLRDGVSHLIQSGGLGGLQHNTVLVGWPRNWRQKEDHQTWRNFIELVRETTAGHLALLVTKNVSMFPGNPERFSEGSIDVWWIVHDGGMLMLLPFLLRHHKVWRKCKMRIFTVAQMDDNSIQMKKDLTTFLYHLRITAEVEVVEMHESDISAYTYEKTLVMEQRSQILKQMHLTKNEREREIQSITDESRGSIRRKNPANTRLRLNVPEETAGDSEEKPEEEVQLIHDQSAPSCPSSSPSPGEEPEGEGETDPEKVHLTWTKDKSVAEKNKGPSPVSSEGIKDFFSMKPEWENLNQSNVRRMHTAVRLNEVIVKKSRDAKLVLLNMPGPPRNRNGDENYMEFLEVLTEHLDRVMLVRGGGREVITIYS
m-calpain inh: calpain II (pig) inhibition; purified calpain II, fluorogenic peptide substrate, 30 min; inhibition, % at 16 µM; 220,000 tested, 0.37% active;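 active means inhibition above about 50%, limit read from the data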
Furin inhibitor: human furin inhibition. P09958. inhibition, % at 30 µM. 220,000 tested, 0.061% active. purified furin, fluorogenic substrate cleavage; in the data active means inhibition above about 25%; further: inactives centre near -15
TRPML3 agonist: human mucolipin-3 channel agonism; AID 1448; activation, % at 3 µM; 220,000 tested, 0.29% active; Q8TDD5; HEK293 TRPML3-YFP, Fluo-8 calcium fluorescence; 100% = the carbachol control signal;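 active means activation above its plate's cutoff, the mean activation of the plate's test wells plus 3 SD, cut at about 12% in these data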;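 further: 0% = DMSO only wells and 100% = carbachol wells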
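Material: TRPML3-YFP stable HEK293 cells | Dosing: One concentration, 3 µM nominal, 0.3% DMSO | Timing: 125 s total fluorescence read per well | Technique: Fluo-8 calcium dye fluorescence, ex 470-495, em 515-575 nm | Measure: Percent activation from peak-to-basal fluorescence ratio, scaled between DMSO and carbachol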
Thrombin inh: blocks human thrombin protease activity | P00734 | alpha-thrombin, Boc-VPR-AMC fluorogenic substrate cleavage | inhibition, % at 5 µM | 220,000 tested, 0.26% active | AID 1046;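 active means inhibition at or above 40%; inactive means inhibition below 40%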;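 further: 0% = enzyme with no compound and 100% = wells without enzyme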
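Material: human alpha-thrombin protein; Also added: Boc-VPR-AMC substrate, 15 µM final; Timing: enzyme reaction carried out at room temperature; Signal: fluorescence, ex 355 nm, em 460 nm; Measure: % inhibition of thrombin; Controls: enzyme without compound as high, wells lacking enzyme as low.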
* marks the source's active call; other numbers are inactive results; . = no result given; [ ] = another dose, or the depositor's remark.

Results follow in this order: EBV gp42 inh	Tb hexokinase	PPC-1+TRAIL kill	TRPN1 ag	Cl transport mod	m-calpain inh	Furin inhibitor	TRPML3 agonist	Thrombin inh
#1 O=C(O)CCCn1cc(NC(=O)COc2ccccc2[N+](=O)[O-])cn1
  -14	-5	10	-1.7	0.5	-2	-6	1.0	-2
#2 COc1ccc(-c2cnnc(N/N=C/c3ccc(O)c(O)c3)n2)cc1
  -5	-43	44	-1.4	0.45	7	-13	-0.7	-4
#3 CCCCn1c(-c2csc3c2CCCC3)n[nH]c1=S
  -3	4	4	-1.6	3*	24	-16[20 µM]	-1.6	-1
#4 Cc1ccc(C(=O)NC(=S)NNC(=O)CCN2CCOCC2)cc1
  -7	2	18	1.4	1.4	28	-3	0.2	31
#5 COCc1c(Br)c(C)nc(OCC(=O)N/N=C/c2ccc(C)o2)c1C#N
  -2	0	18	0.9	.	35	-17	0.3	-5
#6 CC(c1cccs1)N(C)Cc1nc(CCc2ccccc2)no1 (centres undefined)
  10	2	5	-1.2	0	13	-21	-0.2	-4
#7 CCNC(=S)NCc1ccc(F)cc1
  -8	3	15	0.7	-0.038	22	-1	-0.5	6
#8 Cc1cc(C)cc(-n2c(C)cc(/C=C3\C(=N)N4N=C(CC(C)C)SC4=NC3=O)c2C)c1
  -38	-11	23	1.8	0.93	-59	-11	1.0	-1
#9 O=C(Nc1cc(Oc2ccc(Cl)cc2)cc([N+](=O)[O-])c1)c1ccco1
  5	6	-6	-1.0	0.34	10	-23	0.3	-4
#10 Cn1c(=O)n(Cc2ccc(Cl)cc2)c(=O)c2c1nc1n2CCN1Cc1ccco1
  -3	4	16	0.0	.	-30	-11	0.2	0
#11 O=C1c2ccccc2-c2ccc(C(=O)N3CCOCC3)cc21
  4	2	9	-1.0	.	28	-11[20 µM]	0.5	-6
#12 CCC(CC)=NNC(=O)c1ccccc1OCc1ccc(F)cc1
  -3	-2	20	0.1	0.16	8	-19	-1.1	-8
#13 CC(=O)Nc1ccc(NC(=O)CSCCc2ccccn2)cc1
  -17	2	1	-0.2	-0.0016	-17	23[20 µM]	-0.2	-6
#14 O=C(c1cnn2c(C(F)(F)F)cc(-c3cccs3)nc12)N1CCOCC1
  10	-14	20	-0.1	1	-358	-6	0.3	-9
#15 CCSc1nnc(-c2ccc(OC)cc2)o1
  -7	-1	37	-1.1	0.00048	-6	-25[20 µM]	-0.8	-1
#16 Cn1c(=O)c(C(=O)COC(=O)c2cc(C(F)(F)F)nc3ccccc23)c(N)n(Cc2ccccc2)c1=O
  -30	-8	-13	1.9	-0.22	-24	-15	0.9	-1
#17 COC(=O)c1ccc(NC(=O)CO/N=C2\CCCc3nonc32)cc1
  -1	-2	16	1.9	0.35	-41	-32	1.5	.
#18 Fc1ccc(CNCc2ccccc2Cl)cc1
  -19	-1	23	-1.8	-0.027	-2	-19	-1.0	-11
#19 C=CCn1c(-c2ccccc2)cc(SC)c(C#N)c1=O
  -16	-9	11	0.5	.	-19	-14	-0.2	-7
#20 COc1ccc(N(C(C)=O)S(=O)(=O)c2cccs2)cc1
  -13	4	13	-0.9	-0.38	0	-6[20 µM]	1.0	0
#21 CCOC(=O)CSc1nc(N)c(C(=O)Nc2ccc(N(C)C)cc2)s1
  -16	-33	-4	0.2	-1.4	13	-8	0.8	-4
#22 Cc1ccsc1/C=N/NC(=O)c1cc(-c2ccncc2)nc2ccccc12
  2	-14	25	1.2	.	-44	-29	0.6	-2
#23 O=C(CCn1nnc(-c2cccs2)n1)N1CCc2ccccc2C1
  18	6	39	-1.0	-1.5	-16	-1	-0.5	-4
#24 Cc1ccc(S(=O)(=O)c2cc(N3CCOCC3)nc(-c3ccccc3)n2)cc1
  7	-11	-9	-0.1	-0.93	-47	0[20 µM]	-0.1	-4
#25 O=C(NC1CC1)C1CCN(C2CCN(C(=O)/C=C/c3ccc(F)cc3)CC2)CC1
  -7	4	6	1.0	.	-18	-18	0.2	-4
#26 Nn1c(Cc2ccccc2F)nnc1SCCOc1ccc(Cl)cc1
  5	-1	16	-0.2	-2.1	20	-13	0.2	-7
#27 CCCCn1c(SCC(=O)c2ccc3c(c2)NC(=O)CO3)nc2cc(S(N)(=O)=O)ccc21
  2	-13	5	0.1	-0.085	-145	-16	0.3	3
#28 CN1CCNC(=O)C1CC(=O)N1CC=C(c2ccc(F)cc2)CC1 (centres undefined)
  -4	-8	20	1.7	0.071	7	-29	0.3	-5
#29 OCCN1CCN(CC(O)COc2ccc3c(c2)OCO3)CC1 (centres undefined)
  -8	3	20	0.0	-0.016	-5	-22	0.8	1
#30 CNCCCOc1ccc(C(C)(C)c2ccccc2)cc1
  0	-3	7	1.8	-1.3	-32	-4[20 µM]	1.4	-3
#31 CC1CCCN(C(=S)Nc2ccc(F)cc2)C1 (centres undefined)
  -8	1	28	0.7	-0.085	6	-22	0.8	-1
#32 Cc1c(/C=N/NC(=O)c2ccc3c(c2)OCO3)cnn1C
  -24	-15	-17	0.3	0.25	2	-10[20 µM]	0.6	5
#33 O=C(O)c1cccc(C(=O)Cc2ccccc2)c1
  -22	-9	21	-0.4	.	-12	-16	-1.0	3
#34 CC(C)Oc1ccc(/C(O)=C2/C(=O)C(=O)N(CCCn3ccnc3)C2c2cccnc2)cc1 (centres undefined)
  7	-8	21	1.9	1	-13	-13	0.0	2
#35 COCCCNC(=O)c1ccccc1SC
  -8	-7	16	0.8	1.4	-18	-6[20 µM]	0.4	-7
#36 Cc1cc(C(=O)COC(=O)c2ccc[nH]c2=O)c(C)n1CCc1ccc(F)cc1
  1	1	5	-0.3	0.22	22	-1	-0.8	.
#37 CCCCCc1ccc(S(=O)(=O)Nc2cc(C)ccn2)cc1
  -11	33	12	2.8	-0.078	-4	-32	0.8	2
#38 Cc1ccc2c(c1)N1C(=O)c3ccccc3C1C1=C(CC(C)(C)CC1=O)N2 (centres undefined)
  -24	-8	-1	-0.6	-0.18	0	-18[20 µM]	0.0	0
#39 COc1cc(-c2noc(C3CCCN(S(=O)(=O)c4cccc(Cl)c4)C3)n2)cc(OC)c1OC (centres undefined)
  -13	-14	9	-1.5	.	-16	-7	0.3	4
#40 O=C(CSc1ccc([N+](=O)[O-])cn1)Nc1ccc(N2CCOCC2)cc1
  -7	-14	8	1.4	0.81	-16	-14	1.0	0
#41 CCOC(=O)c1c(C)[nH]c(C)c1C(=O)COC(=O)c1cccc(S(=O)(=O)NC)c1
  -30	1	6	-0.1	-0.97	15	-25	0.9	-1
#42 CC(=O)Nc1ccc(NC(=O)[C@@H]2CCCC[C@@H]2C(=O)O)cc1
  -5	0	-9	0.8	0.022	-18	-14	1.0	1
#43 CCn1cc(CN(C)S(=O)(=O)c2ccc3ccccc3c2)c(C)n1
  2	-1	33	5.5	-0.63	-10	-18	3.6	-7
#44 CCC12CCCN3CCC4(C(=C(C(=O)OC)C1)Nc1ccccc14)C32 (centres undefined)
  -33	14	13	-1.3	-0.077	-19	-3	-0.5	-4
#45 O=C(CSc1nnnn1C1CCCC1)N1CCOCC1
  4	-1	1	1.1	0.7	8	-18	0.0	5
#46 CCOc1ccc(C2C(C#N)=C(C)NC3=C2C(=O)c2ccccc23)cc1 (centres undefined)
  -5	-13	3	1.3	-0.026	-32	-11[20 µM]	0.2	3
#47 COc1ccc(OC(=O)c2ccc3nsnc3c2)cc1
  -16	-6	0	-1.1	-0.2	20	-6[20 µM]	0.0	1
#48 Cc1ccc(NC(=O)C2CC(=O)n3ncnc3N2)cc1 (centres undefined)
  -31	-6	9	0.2	0.019	-1	-14[20 µM]	1.1	7
#49 CC1CCCN(c2ccc3nc4ccccc4c(=O)n3n2)C1 (centres undefined)
  -21	-8	83*[5 µM]	1.8	-0.63	-46	-22	0.3	4
#50 CC(C)COCC(O)CC(Cc1ccccc1)C(=O)NN (centres undefined)
  -18	2	-5	-0.9	0.97	-14	-17	0.7	-13
#51 COC(=O)c1cncc(C)c1
  -18	-7	5	1.8	.	-23	-30	1.2	1
#52 COc1ccccc1C1CC(c2cccs2)=Nc2ccccc2S1 (centres undefined)
  -13	-9	13	-2.2	0.66	10	4[20 µM]	-1.7	1
#53 O=Cc1ccc2cccnc2n1
  -6	6	17	2.5	1.3	37	7	0.3	-8
#54 Cc1c(C(=O)O)oc2c1/C(=N\O)CC(C)(C)C2
  -1	-4	28	1.2	-0.11	-7	-15	1.3	-9
#55 CCCC(=O)NC(=S)Nc1ccc(CN2CCOCC2)cc1
  -10	5	-1	0.1	-0.36	29	-23	1.0	-7
#56 CCCCCCCSc1nc(N)cc(=O)[nH]1
  -11	-3	2	-0.5	.	-21	-16[20 µM]	0.2	3
#57 CCOc1ccccc1N(CC(=O)NC1CCCCC1)C(=O)c1nsc(Cl)c1Cl
  -13	0	13	-1.7	-1.2	26	-13	43*	-7
#58 O=C(CSc1nnc([C@@H]2CCCN2)o1)c1ccc(Cl)cc1
  -6	7	9	-0.3	-0.4	-31	-11	0.2	-19
#59 CN1CCN(C(=S)NC(=O)/C=C/c2cccc3ccccc23)CC1
  -6	-24	0	-0.3	1.1	-45	-3[20 µM]	0.6	-5
#60 O=S(=O)(Nc1ccc(N2CCOCC2)cc1)c1ccc2ccccc2c1
  -10	-6	26	-0.8	0.58	1	-22[20 µM]	0.5	3

(listing goes on)
Results follow in this order: EBV gp42 inh	Tb hexokinase	PPC-1+TRAIL kill	TRPN1 ag	Cl transport mod	m-calpain inh	Furin inhibitor	TRPML3 agonist	Thrombin inh
#61 COc1ccc(NS(=O)(=O)c2ccc(OCC(=O)N3CCCC3)cc2)cc1
  -22	4	7	0.1	0.34	-6	-15[20 µM]	1.9	5
#62 N/C(=N\OC(=O)Cc1ccc(-c2ccccc2)cc1)c1cccc([N+](=O)[O-])c1
  -5	2	6	1.8	.	-6	-15[20 µM]	1.1	6
#63 CN(C(=O)COC(=O)c1cc(-c2ccco2)nc2ccccc12)C1CCS(=O)(=O)C1 (centres undefined)
  95*	-21	-14	0.4	-0.51	-324	-18	0.6	1
#64 Cc1cc(C)cc(N2Cc3ccccc3C2)c1
  -20	1	18	0.5	-0.13	-50	-23	-0.1	-13
#65 NC(=O)C1CCN(C(=O)/C=C/c2ccco2)CC1
  -9	-17	6	1.7	0.56	-2	-23	1.1	-2
#66 CCOc1cnc(C(=O)NNC(=O)c2ccccc2Br)o1
  -20	-4	13	0.4	-0.07	-10	-33	0.0	-12
#67 O=C(NC1CCCC1)c1ccccc1-c1nc2ccccc2[nH]1
  -5	-3	22	1.2	.	-29	-16[20 µM]	1.4	-1
#68 Cc1c(-c2ccccc2Cl)nc2ccccc2c1C(=O)O
  1	8	-3	0.6	0.7	-13	-19	1.0	-4
#69 CN(C)S(=O)(=O)c1ccc(C(=O)OCC(=O)Nc2sc3c(c2C#N)CCCCC3)cc1
  -14	2	16	0.0	0.7	-3	-20	0.3	-8
#70 Nc1cc(=O)nc(SCC(=O)Nc2cccc3ccccc23)n1CCc1ccccc1
  -3	4	10	0.8	0.54	21	2[20 µM]	-0.2	-5

Fetched by structure from the entries so far, 3 records:
Results follow in this order: EBV gp42 inh	Tb hexokinase	PPC-1+TRAIL kill	TRPN1 ag	Cl transport mod	m-calpain inh	Furin inhibitor	TRPML3 agonist	Thrombin inh
#63 CN(C(=O)COC(=O)c1cc(-c2ccco2)nc2ccccc12)C1CCS(=O)(=O)C1 (centres undefined)
  95*	-21	-14	0.4	-0.51	-324	-18	0.6	1
#64 Cc1cc(C)cc(N2Cc3ccccc3C2)c1
  -20	1	18	0.5	-0.13	-50	-23	-0.1	-13
#69 CN(C)S(=O)(=O)c1ccc(C(=O)OCC(=O)Nc2sc3c(c2C#N)CCCCC3)cc1
  -14	2	16	0.0	0.7	-3	-20	0.3	-8
